Assay outcomes as filed in PubChem.
HTT aggregate – reduces HttQ103-GFP aggregates in PC12 cells; actives 1.1% (n = 220,000); PC12 HttQ103-GFP aggregates, Acumen cytometry, 40 h; Potency, µM (top dose mostly 46.1 µM), inactives show at the top dose activity change, negative = inhibition, actives largely listed as inhibitors; further: potency means the concentration at half of the fitted maximal effect; on the % scale 0 is the no-effect control and ±100 the full control effect; nearly all actives have a fitted effect of over 60% in size
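PC12 cells with ecdysone-inducible HTT exon1 Q103-GFP, induced by 100 nM tebufenozide, given compounds in a concentration series. GFP aggregates (1–25 um, 6 SD above background) counted in lysates by laser-scanning cytometry, 488 nm excitation.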
SMN2 splice up – enhancers of SMN2 splice variant expression; HEK293 SMN2-luciferase splicing reporter, luminescence, 30-36 h; Potency, µM (highest dose often 46.1 µM), without a hit: top-dose activity change, positive = activation, actives largely listed as activators; actives 2.8% (n = 210,000); AID 1458; further: potency means the concentration at half of the fitted maximal effect; % of control where 0% means no effect; nearly all actives have a fitted effect of over 55% in size
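qHTS luciferase splicing reporter: luminescence rises when SMN2 exon 7 is included in transfected HEK293 cells. Compound exposure lasted 30-36 h at 37C, with 4.5 mM final sodium butyrate as control, followed by a ONE-Glo read.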
KinaseGlo FLuc – counter-screen: inhibitors of Kinase-Glo firefly luciferase; Kinase-Glo luciferase, ATP luminescence, 8 min; Potency, µM (titrated, usually from 38.3 µM), without a hit: at the highest dose activity change, negative = inhibition, actives largely listed as inhibitors; actives 0.28% (n = 200,000); AID 1379; further: potency means the concentration at half of the fitted maximal effect; on the % scale 0 is the no-effect control and ±100 the full control effect; nearly all actives have a fitted effect of over 60% in size
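Luminescence was the read-out, taken after 8-minute incubation at ambient temperature. Luciferase turned over luciferin with 10 uM ATP in imidazole pH 7.2 buffer containing KCl, MgCl2, Tween 20 and BSA.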
HTT ATP protect – Huntington cell model cytoprotection by ATP luminescence; Potency, µM (doses to about 56.4 µM), without a hit: cytoprotection (ATP increase), hits mostly activators; PC12 HTT-Q103 induced, cytoprotection, ATP luminescence, 40 h; actives 0.14% (n = 230,000);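 further: potency means the concentration at half of the fitted maximal effect; % of control where 0% means no effect; nearly all actives have a fitted effect of over 45% in size; toxic huntingtin expression switched on by the ecdysone agonist tebufenozide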
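Huntington model: PC12 line, ecdysone-inducible HTTQ103 exon1–GFP, tebufenozide 100 nM. Test articles in a dose series. Endpoint luminescence from cellular ATP.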
Lamin A splicing – LMNA splicing modulation; Potency, µM (titrated, usually from 46.1 µM), for inactives: at the top dose ratio change, negative = inhibition, actives largely listed as inhibitors; actives 0.01% (n = 200,000); HeLa LMNA splicing GFP/RFP minigene ratio, 48 h; active means well fitted inhibition curve with a large enough effect in the signal ratio, with a control signal flat, not every such curve was filed as active; inconclusive means small, poorly fitted or top-dose-only effect, or effect the other way, or a change in a side signal; the % refers to the signal ratio; further: potency means the concentration at half of the fitted maximal effect; on the % scale 0 is the no-effect control and ±100 the full control effect
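Read-out is the ratio of GFP to DsRed2 object intensity, acquired by 488 nm laser-scanning cytometry on HeLa lamin A-EGFP minigene reporter cells. Compound incubation 48 hrs at 37 °C in Opti-MEM with 2% FBS; DMSO 0.5% final.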
CBFb-RUNX1 inh – CBF-beta/RUNX1 interaction disruption; Q01196+Q13951; AlphaScreen CBFb-His/RUNX1-biotin binding, biochemical; Potency, µM (titrated, usually from 59.8 µM), without a hit: top-dose activity, negative = inhibition, most hits filed as inhibitors; 230,000 tested, under 10 active; further: % of control where 0% means no effect
Target sequence (Q01196 whole entry, looked up): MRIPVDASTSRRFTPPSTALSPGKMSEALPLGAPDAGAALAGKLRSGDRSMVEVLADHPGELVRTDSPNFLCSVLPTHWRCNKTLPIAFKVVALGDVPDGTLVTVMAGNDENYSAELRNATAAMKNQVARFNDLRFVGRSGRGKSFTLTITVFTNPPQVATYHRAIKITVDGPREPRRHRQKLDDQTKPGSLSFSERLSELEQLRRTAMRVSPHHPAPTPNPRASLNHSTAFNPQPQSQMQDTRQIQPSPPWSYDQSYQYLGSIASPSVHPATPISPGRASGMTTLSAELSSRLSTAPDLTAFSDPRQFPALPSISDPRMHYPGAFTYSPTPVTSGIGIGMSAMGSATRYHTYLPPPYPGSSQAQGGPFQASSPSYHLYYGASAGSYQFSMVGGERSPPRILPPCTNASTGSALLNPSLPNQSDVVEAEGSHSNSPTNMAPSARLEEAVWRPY
Target sequence (Q13951 whole entry, looked up): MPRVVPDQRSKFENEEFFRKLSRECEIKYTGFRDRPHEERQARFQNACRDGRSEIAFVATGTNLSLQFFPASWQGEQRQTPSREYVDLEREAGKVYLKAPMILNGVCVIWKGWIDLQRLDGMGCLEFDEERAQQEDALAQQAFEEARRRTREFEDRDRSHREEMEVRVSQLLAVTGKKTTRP
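AlphaScreen binding: CBFb-His and RUNX1-biotin (30 nM each) preincubated 20 min, compound added for 15 min, then nickel and streptavidin beads for 90 min, all at room temperature. Disruption of the interaction by any mechanism counts as activity.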
IMPase Li cell – IMPase inhibition in cells with lithium potentiation. actives 0.35% (n = 210,000). Potency, µM (series often up to 59.4 µM), for the others: at the highest dose activity, negative = IMPase inhibition, actives largely listed as inhibitors. CHO-M1 cells, IP1 TR-FRET (IP-One), carbachol + lithium. AID 1457;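 further: IP1 builds up when IMPase is blocked and the TR-FRET signal falls; potency means the concentration at half of the fitted maximal effect; plate controls were basal vehicle for no effect and high inhibitor control for full effect; nearly all actives have a fitted effect of over 50% in size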
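Steps: plate 2000 CHO-M1 cells per well and culture 16–30 h; add compound and lithium; incubate 30 min, 37C; add d2-IP1 tracer and Eu cryptate anti-IP1 antibody in lysis buffer; read after 10 min at room temperature.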
Numbers without * were called inactive; & = joins results of further samples; [ ] = another dose, or the depositor's remark. Unless noted, the call rests on the fitted dose curve; in most records, active means well fitted curve in the direction sought with a large enough effect; inconclusive means small, poorly fitted or top-dose-only effect, or another doubt; inactive means no such curve, though single readings can be large; an effect the other way counts as inactive or inconclusive.

A first look, two compounds:
Screening Cc1cc(C)cc(NS(=O)(=O)c2ccc3oc(=O)ccc3c2)c1 returned HTT aggregate -24%, SMN2 splice up -2%, KinaseGlo FLuc -3%, HTT ATP protect 28%[10 µM], Lamin A splicing 0%, CBFb-RUNX1 inh 2% and IMPase Li cell 24%[38.3 µM].
Screening CCC(=O)Nc1cccc(NC(=O)CSc2nnnn2C2CCCC2)c1 returned HTT aggregate 28%, HTT ATP protect 4%, Lamin A splicing 6% and CBFb-RUNX1 inh 15%.

Results, from the first entry:
Screening Cc1cc(C)cc(NS(=O)(=O)c2ccc3oc(=O)ccc3c2)c1 returned HTT aggregate -24%, SMN2 splice up -2%, KinaseGlo FLuc -3%, HTT ATP protect 28%[10 µM], Lamin A splicing 0%, CBFb-RUNX1 inh 2% and IMPase Li cell 24%[38.3 µM].
Screening CCC(=O)Nc1cccc(NC(=O)CSc2nnnn2C2CCCC2)c1 returned HTT aggregate 28%, HTT ATP protect 4%, Lamin A splicing 6% and CBFb-RUNX1 inh 15%.
O=C(NC1CC1)C1CCN(C2CCN(C(=O)CCOc3ccccc3)CC2)CC1 was read as HTT aggregate -4%[9.22 µM], HTT ATP protect -15%[10 µM], CBFb-RUNX1 inh 13% and IMPase Li cell 0%.
For CCCc1nnc(NC(=O)C(=O)NCCN(C)C)s1 the results were HTT aggregate 11%[9.22 µM], HTT ATP protect -5%[10 µM] and CBFb-RUNX1 inh 23%.
For CC(=O)c1ccc(NC(=O)CNCC(c2ccccc2)N(C)C)cc1 (centres undefined) the results were HTT aggregate -5%, SMN2 splice up 4%, KinaseGlo FLuc -8%, HTT ATP protect -22%, Lamin A splicing -14%[9.22 µM], CBFb-RUNX1 inh 3% and IMPase Li cell 13%.
For CCN(CC)S(=O)(=O)c1ccc(NC2=NS(=O)(=O)c3ccccc32)cc1 the results were HTT aggregate 1%[9.22 µM], SMN2 splice up 9%, KinaseGlo FLuc 4%, HTT ATP protect -10%, Lamin A splicing 0%, CBFb-RUNX1 inh -3% and IMPase Li cell -10%[38.3 µM].
For CCc1nnc(NC(=O)Cc2ccc(OC)cc2)s1 the results were HTT aggregate -22%, KinaseGlo FLuc 14%, HTT ATP protect 13%, Lamin A splicing -10%, CBFb-RUNX1 inh 1% and IMPase Li cell 8%[38.3 µM].
`O=S(=O)(NCC1CCCO1)c1ccc(S(=O)(=O)N2CCc3ccccc3C2)cc1` (centres undefined) gave HTT aggregate -2%, SMN2 splice up 1%, KinaseGlo FLuc 6%, HTT ATP protect 16%[10 µM], Lamin A splicing -8%, CBFb-RUNX1 inh 10% and IMPase Li cell 34%[activator][38.3 µM].
CCC(CC)C(=O)Nc1ccccc1NC(C)=O was read as HTT aggregate -6%, SMN2 splice up -6%, KinaseGlo FLuc -1%, HTT ATP protect 12%, Lamin A splicing 2%, CBFb-RUNX1 inh 0% and IMPase Li cell -12%[38.3 µM].
COc1cc2c(C(=O)NCc3ccc4c(c3)OCO4)cn(C)c(=O)c2cc1OC was read as HTT aggregate -1%, SMN2 splice up 28%, KinaseGlo FLuc -1%, HTT ATP protect 4%, Lamin A splicing 4%, CBFb-RUNX1 inh 4% and IMPase Li cell -6%[38.3 µM].
`CCSc1nnc2ccc(-c3cccs3)nn12` gave HTT aggregate 13%, SMN2 splice up 1%, KinaseGlo FLuc 2%, HTT ATP protect -21%, Lamin A splicing 0%[46 µM], CBFb-RUNX1 inh -9% and IMPase Li cell -6%.
`CSC(SC)=C(C#N)C(=O)c1ccccc1` gave HTT aggregate 7%[9.22 µM], HTT ATP protect -32%[10 µM], Lamin A splicing inconclusive and CBFb-RUNX1 inh 7%.
For CCOP(=O)(OCC)C(O)c1cc(OC)c(OC)c(OC)c1 (centres undefined) the results were HTT aggregate 5%, SMN2 splice up 3%, KinaseGlo FLuc 2%, HTT ATP protect -4%[10 µM], Lamin A splicing -6%, CBFb-RUNX1 inh -1% and IMPase Li cell 37%[activator].
For OC(CN1CCCCC1)CN(c1ccccc1)c1ccccc1 (centres undefined) the results were HTT aggregate -30%, SMN2 splice up -8%, KinaseGlo FLuc 0%, HTT ATP protect -20%[10 µM], Lamin A splicing 10%, CBFb-RUNX1 inh 2% and IMPase Li cell 26%[38.3 µM].
CC(C)(C)c1cc(NC(=O)CSc2nnc(N)s2)n(-c2ccccc2)n1 was read as HTT aggregate 19%, HTT ATP protect -23%[10 µM], Lamin A splicing inconclusive and CBFb-RUNX1 inh -1%.
For COC(=O)CC1C(C)(C)C(OC(C)=O)C2CC3=C4CC(=O)OC(c5ccoc5)[C@]4(C)CCC3[C@@]1(C)C2=O (some centres undefined) the results were SMN2 splice up -18%, KinaseGlo FLuc -6%, HTT ATP protect -24%, CBFb-RUNX1 inh -5% and IMPase Li cell 18%.
CC(=O)Oc1ccc(C(=O)Nc2cccc(-c3nnc(-c4ccco4)o3)c2)cc1 was read as HTT aggregate 3%[9.22 µM], HTT ATP protect 3%[10 µM] and CBFb-RUNX1 inh 0%.
Cc1ccc(OCCOCCOc2ccc(Br)cc2/C=N\NC(=O)c2ccncc2)cc1 was read as HTT aggregate -30%, SMN2 splice up -26%, KinaseGlo FLuc 4%, Lamin A splicing inconclusive, CBFb-RUNX1 inh -9% and IMPase Li cell 5%.
COC(=O)C1=C(C(=O)OC)[C@@H]2N(C)c3ccccc3[C@@]23C[C@@H](C(=O)OC)N(S(=O)(=O)c2ccc([N+](=O)[O-])cc2)C3=N1 was read as SMN2 splice up 3%[9.22 µM], KinaseGlo FLuc -6%[7.66 µM], HTT ATP protect 8%[10 µM], Lamin A splicing -17%[9.22 µM], CBFb-RUNX1 inh -17%[13.1 µM] and IMPase Li cell 7%.
Screening O=S(=O)(c1ccc(Cl)cc1)N1CCCC1c1nc2ccccc2s1 (centres undefined) returned HTT aggregate -5%, SMN2 splice up -11%, KinaseGlo FLuc -8%, HTT ATP protect -21%, Lamin A splicing 0%, CBFb-RUNX1 inh 7% and IMPase Li cell 12%[38.3 µM].
CCNc1nc(SCC(=O)Nc2ccc(Cl)c(Cl)c2)nc(N(C)C)n1 was read as HTT aggregate -21%, SMN2 splice up -24%, KinaseGlo FLuc 0%, HTT ATP protect 20%, Lamin A splicing 2%[46 µM], CBFb-RUNX1 inh 3% and IMPase Li cell 4%.
Screening COc1cccc(C(=O)NCC(=O)N/N=C(C)\C=C\c2ccccc2)c1 returned HTT aggregate 8%, SMN2 splice up -22%, KinaseGlo FLuc 4%, HTT ATP protect -11%, CBFb-RUNX1 inh -8% and IMPase Li cell 0%.
NC(=O)CC[C@H](NC(=O)c1ccc(F)cc1)C(=O)OCC(=O)NCc1ccc(F)cc1 was read as HTT aggregate 1%, SMN2 splice up -17%, KinaseGlo FLuc 1%, HTT ATP protect 1%, Lamin A splicing 0%[46 µM], CBFb-RUNX1 inh -2% and IMPase Li cell 1%.
COc1ccc(NC(=O)COC(C)=O)cc1Cl was read as HTT aggregate 17%, SMN2 splice up -11%, KinaseGlo FLuc -2%, HTT ATP protect 3%[10 µM], Lamin A splicing 9%, CBFb-RUNX1 inh -3% and IMPase Li cell -2%.
Screening CSc1cccc(NC(=O)C2(S(=O)(=O)c3ccc(C)cc3)CC2)c1 returned HTT aggregate -5%, SMN2 splice up -10%, KinaseGlo FLuc 1%, HTT ATP protect 24%, CBFb-RUNX1 inh -6% and IMPase Li cell 0%.
`O=C(O)/C=C/C(=O)NCCc1ccc(Cl)cc1` gave HTT aggregate 20%[9.22 µM], HTT ATP protect 7%[10 µM] and CBFb-RUNX1 inh 4%.
For C=CCNC(=S)NNc1nc2c(c(=O)[nH]1)C1(CCCCC1)Cc1ccccc1-2 the results were HTT aggregate -4%, SMN2 splice up 10%, KinaseGlo FLuc 2%, HTT ATP protect 4%[10 µM], Lamin A splicing -17%, CBFb-RUNX1 inh -26% and IMPase Li cell 6%.
Screening CO/N=C(/C(=O)NC1C(=O)N2C(C(=O)O)=C(CSc3nc(=O)c(O)nn3C)CSC12)c1csc(N)n1 (centres undefined) returned HTT aggregate 1%, SMN2 splice up 19%&-4%, KinaseGlo FLuc -5%&1%, HTT ATP protect -36%&-15%[inhibitor], CBFb-RUNX1 inh inconclusive and IMPase Li cell 0%&-1%.
`CC1CCCN(CCOc2ccc(Br)cc2)C1` (centres undefined) gave HTT aggregate 29%, SMN2 splice up -9%, KinaseGlo FLuc 2%, HTT ATP protect 1%[10 µM], Lamin A splicing -3%, CBFb-RUNX1 inh 5% and IMPase Li cell 9%.
`CN(C)/C=C/C(=O)c1nnn(C2CCCCC2)c1NC1CCCCC1` gave HTT aggregate inconclusive, SMN2 splice up 3%, KinaseGlo FLuc -7%, HTT ATP protect 0%, Lamin A splicing inconclusive, CBFb-RUNX1 inh 1% and IMPase Li cell -9%[38.3 µM].
For COc1ccc(NC(=O)C2C3C=CC4(CN(Cc5cccnc5)C(=O)C24)O3)c(OC)c1 (centres undefined) the results were HTT aggregate 10%[9.22 µM], SMN2 splice up -4%, KinaseGlo FLuc 1%, HTT ATP protect -2%, Lamin A splicing -4%, CBFb-RUNX1 inh 2% and IMPase Li cell -3%[38.3 µM].
For Cc1ccc(NC(=O)C2C3/C=C\CCCCC32)cc1C (centres undefined) the results were HTT aggregate -11%, SMN2 splice up 6%, KinaseGlo FLuc -5%, HTT ATP protect -14%, Lamin A splicing 3%, CBFb-RUNX1 inh -2% and IMPase Li cell -5%[38.3 µM].
Screening CNC(=S)N(C)c1ccccc1 returned HTT aggregate 0%, SMN2 splice up 12%, KinaseGlo FLuc 0%, HTT ATP protect -20%[10 µM], Lamin A splicing inconclusive, CBFb-RUNX1 inh -2% and IMPase Li cell 3%.
For O=C(Cn1c(N2CCN(C/C=C/c3ccccc3)CC2)nc2ccccc21)c1ccccc1 the results were HTT aggregate inconclusive, SMN2 splice up -101%[inhibitor], KinaseGlo FLuc -3%, HTT ATP protect -8%[10 µM], Lamin A splicing inconclusive, CBFb-RUNX1 inh -14% and IMPase Li cell 20%.
For COCc1ccc(CN2CCCC(CCC(=O)NCc3ccc(C)o3)C2)o1 (centres undefined) the results were HTT aggregate 24%, HTT ATP protect -31%[inhibitor] and CBFb-RUNX1 inh 6%.
